ALDH1A1 inh: qHTS Assay for Inhibitors of Aldehyde Dehydrogenase 1 (ALDH1A1). Purified ALDH1A1, NADH fluorescence, propionaldehyde substrate. 220,000 tested, 7.3% active. Potency, µM (titrated, usually from 75.3 µM), without a hit: top-dose activity, negative = inhibition, usual class: inhibitors; active = well fitted inhibition curve with a large enough effect, not every such curve was filed as active; inconclusive = small, poorly fitted or top-dose-only effect, or another doubt; inactive = no such curve, though single readings can be large or run the other way;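 also: plate controls were no enzyme wells and a reference inhibitor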
Target sequence (P00352 whole entry, looked up): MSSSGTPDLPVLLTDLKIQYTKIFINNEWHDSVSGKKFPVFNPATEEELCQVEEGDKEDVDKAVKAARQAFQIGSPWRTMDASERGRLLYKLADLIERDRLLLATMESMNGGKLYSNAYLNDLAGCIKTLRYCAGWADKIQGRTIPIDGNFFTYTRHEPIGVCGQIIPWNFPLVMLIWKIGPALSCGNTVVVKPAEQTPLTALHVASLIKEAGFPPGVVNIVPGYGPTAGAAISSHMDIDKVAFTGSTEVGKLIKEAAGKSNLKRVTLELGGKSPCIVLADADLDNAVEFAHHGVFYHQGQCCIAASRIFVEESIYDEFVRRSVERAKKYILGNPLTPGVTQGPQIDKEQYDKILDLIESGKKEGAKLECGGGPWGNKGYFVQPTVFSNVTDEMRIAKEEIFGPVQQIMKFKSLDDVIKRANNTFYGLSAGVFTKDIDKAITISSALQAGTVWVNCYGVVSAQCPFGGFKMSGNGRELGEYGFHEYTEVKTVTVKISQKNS
Tau fibril ThT: qHTS for Inhibitors of Tau Fibril Formation, Thioflavin T Binding; recombinant tau K18 P301L (four-repeat tau fragment), heparin-induced fibrillization, ThT fluorescence; Potency, µM (top dose mostly 57.4 µM), for the others: at the top dose activity, negative = inhibition, actives largely listed as inhibitors; 270,000 tested, 2.1% active; AID 1460, 2008; also: % is scaled to controls: 0 for no effect and ±100 for the full control effect; nearly all actives have a fitted effect of over 55% in size
Target sequence (P10636 561-689 P618L limits assumed): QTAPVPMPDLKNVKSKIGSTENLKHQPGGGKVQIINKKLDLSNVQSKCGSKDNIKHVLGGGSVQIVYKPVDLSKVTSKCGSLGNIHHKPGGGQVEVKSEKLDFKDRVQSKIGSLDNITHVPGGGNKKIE
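Aggregation was driven by heparin (20 uM final) acting on recombinant tau […] bearing P301L in 100 mM sodium acetate pH 7; fibrils were detected with Thioflavin T.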
LMNA splice mod: qHTS Assay for Modulators of Lamin A Splicing; 200,000 tested, 0.01% active; Potency, µM (titrated, usually from 46.1 µM), for inactives: at the top dose ratio change, negative = inhibition, most hits filed as inhibitors; AID 1487, 2009; HeLa LMNA splicing GFP/RFP minigene ratio, 48 h; active = well fitted inhibition curve with a large enough effect in the signal ratio, with a control signal flat, not every such curve was filed as active; inconclusive = small, poorly fitted or top-dose-only effect, or effect the other way, or a change in a side signal; the % refers to the signal ratio; also: % is scaled to controls: 0 for no effect and ±100 for the full control effect
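Read-out is the ratio of GFP to DsRed2 object intensity, acquired by 488 nm laser-scanning cytometry on HeLa lamin A-EGFP minigene reporter cells. Compound incubation 48 hrs at 37 °C in Opti-MEM with 2% FBS; DMSO 0.5% final.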
SMN2 splice up: qHTS Assay for Enhancers of SMN2 Splice Variant Expression. HEK293 SMN2-luciferase splicing reporter, luminescence, 30-36 h. Potency, µM (highest dose often 46.1 µM), for the others: top-dose activity change, positive = activation, usual class: activators. 210,000 tested, 2.8% active; also: % of control where 0% means no effect; nearly all actives have a fitted effect of over 55% in size
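HEK293 cells carry an SMN2 […]–luciferase reporter in which exon 7 inclusion puts luciferase in frame. Cells were plated 10-12 h before compound addition, then incubated 30-36 h at 37C. ONE-Glo luminescence was read; sodium butyrate at 4.5 mM final served as control.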
L3MBTL1 inh: qHTS Assay for the Inhibitors of L3MBTL1; AlphaScreen L3MBTL1–H3K9me1 peptide binding; Potency, µM (series often up to 57.1 µM), inactives show at the top dose activity, negative = inhibition, hits mostly inhibitors; 230,000 tested, 0.66% active; AID 485360, 2010; also: % is scaled to controls: 0 for no effect and ±100 for the full control effect; nearly all actives have a fitted effect of over 60% in size
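First, the protein-peptide complex forms for 30 min at room temperature (L3MBTL1 50 nM, biotinylated H3K9me1 peptide 75 nM). Next, compounds are pin-transferred and incubated 30 min. Finally, AlphaScreen beads are added and read after 30 min.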
KDM4E inh: qHTS Assay for Inhibitors of Human Jumonji Domain Containing 2E (JMJD2E); 230,000 tested, 1.6% active; AID 2147, 2009; JMJD2E catalytic domain, FDH-coupled NADH fluorescence (FDH is formaldehyde dehydrogenase); Potency, µM (highest dose often 57.1 µM), for inactives: at the top dose activity change, negative = inhibition, usual class: inhibitors; Lysine-specific demethylase 4E (Homo sapiens), B2RXH2; active = well fitted inhibition curve with a large enough effect, not every such curve was filed as active; inconclusive = small, poorly fitted or top-dose-only effect, or another doubt; inactive = no such curve, though single readings can be large or run the other way;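 also: 0% = wells with enzyme and -100% = buffer wells without enzyme; nearly all actives have a fitted effect of over 50% in size; many of its hits are not listed in these tables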
Target sequence (B2RXH2 1-337 limits assumed): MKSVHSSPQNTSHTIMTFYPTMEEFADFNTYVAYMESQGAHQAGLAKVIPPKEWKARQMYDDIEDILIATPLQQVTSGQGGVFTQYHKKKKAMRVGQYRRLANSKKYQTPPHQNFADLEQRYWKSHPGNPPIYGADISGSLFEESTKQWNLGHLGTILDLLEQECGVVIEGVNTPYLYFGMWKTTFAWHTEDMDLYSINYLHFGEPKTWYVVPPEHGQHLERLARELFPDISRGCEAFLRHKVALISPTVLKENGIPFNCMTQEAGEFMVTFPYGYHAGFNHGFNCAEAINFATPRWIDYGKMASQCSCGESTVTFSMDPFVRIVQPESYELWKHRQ
RECQ1 helicase: qHTS Assay for Inhibitors of RecQ-Like Dna Helicase 1 (RECQ1); ATP-dependent DNA helicase Q1 (Homo sapiens), P46063; RECQ1 DNA unwinding, red fluorescence kinetic read; Potency, µM (top dose mostly 57.3 µM), inactives show at the highest dose activity, negative = inhibition, most hits filed as inhibitors; 240,000 tested, 0.54% active; AID 2549, 2010;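 also: plate controls were vehicle for no effect and no enzyme for full effect; nearly all actives have a fitted effect of over 30% in size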
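RECQ1T1 50 nM; forked duplex (20 bp + 30-nt ss tails) 200 nM, ATP 2 mM final; pH 8.0, 2 mM MgCl2, 2.5 ug/ml poly(dI-dC); 15 min compound preincubation; discontinuous kinetic read over 2 h at RT.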
Luc counter: Counterscreen for Luciferase (Kinase-Glo TM) Inhibition; 200,000 tested, 0.28% active; Kinase-Glo luciferase, ATP luminescence, 8 min; Potency, µM (series often up to 38.3 µM), without a hit: top-dose activity change, negative = inhibition, most hits filed as inhibitors; also: % is scaled to controls: 0 for no effect and ±100 for the full control effect; nearly all actives have a fitted effect of over 60% in size
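Luminescence was the read-out, taken after 8-minute incubation at ambient temperature. Luciferase turned over luciferin with 10 uM ATP in imidazole pH 7.2 buffer containing KCl, MgCl2, Tween 20 and BSA.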
Numbers without * were called inactive; i = inactive; ? = inconclusive; . = no result given; & = joins results of further samples; [ ] = dose if it differs, or a comment. Unless noted, calls follow the shape of the dose curve; as a rule, active = well fitted curve in the direction sought with a large enough effect; inconclusive = small, poorly fitted or top-dose-only effect, or another doubt; inactive = no such curve, though single readings can be large; an effect the other way counts as inactive or inconclusive. Potency is read from the fitted curve at half-maximal effect. These rows are one share of the data; the hit share may differ from the screen's.

SMILES	ALDH1A1 inh	Tau fibril ThT	LMNA splice mod	SMN2 splice up	L3MBTL1 inh	KDM4E inh	RECQ1 helicase	Luc counter
Cc1ccc(S(=O)(=O)N2CCC(C(=O)Nc3nnc(COc4ccccc4)s3)CC2)cc1	13%	1%	-1%	-13%	-5%	-5%	i	-1%
C[C@@H](CNC1CCCCC1)OC(=O)c1ccccc1	1%[20.9 µM]	.	?	-16%[20.6 µM]	.	3%[25.5 µM]	-4%[25.9 µM]	1%[17.1 µM]
O=C(CSc1nc2c(c(C(F)(F)F)n1)CCc1ccccc1-2)NCc1ccc(F)cc1	-2%	-7%	-2%	-35%[inhibitor]	-7%	0%	i	0%
CC(C)(C)c1ccc(S(=O)(=O)NCc2ccc(C(=O)N3CCCC3)cc2)cc1	4µM*	-2%	3%	-11%	.	4%	-9%	-5%
CCOC(=O)CSc1nnc(-c2c[nH]c3ccccc23)n1CC	27%	-11%	-2%	-10%	.	-1%	-4%	2%
O=C(C1CC1)N1CCN(c2ccnc3cc(Cl)ccc23)CC1	42%[activator]	-11%	9%[46 µM]	-19%	2%	0%	4%	-1%
Cc1cc(C(=O)COC(=O)c2ccc(O)cc2)c(C)n1CCc1ccc(F)cc1	?	-10%	.	-13%	-17%	2%	16%	-1%
COc1ccc(C2CC(c3cccs3)=Nc3ccccc3S2)cc1 (stereo unspecified)	0%	-6%	-22%	?	-21%	3%	8%	-5%
Oc1ccc(N=Nc2nc(-c3ccccc3)c(-c3ccccc3)[nH]2)cc1	-2%	4.5µM*	-7%	?	?	-7%	-13%	1%
CN(C)c1ccc(C(=O)Nc2nc3c(s2)CCCC3)cc1	?	7.9µM*	?	0.63µM*	-8%	?	5%	?
COC(=O)CN1C(=O)S/C(=C/c2ccc(N3CCCCC3)o2)C1=O	0.28µM*	25µM*	?	-12%	-24%	?	-19%	-7%
CC(NC(=O)/C(C#N)=C/c1ccc(C(=O)O)cc1)c1ccccc1 (stereo unspecified)	0%	0%	8%[0.0737 µM]	0%	-6%	12%	5%	1%
COc1ccc(C(=O)Oc2cccc(/C=N/NC(N)=S)c2)cc1	-19%	?	?	?	-7%	1%	i	-8%
Cc1ccc(-n2c(C)csc2=N)cc1	?	?	7%	11µM*	.	-3%	-5%	17%
O=C(NNC(=O)c1sc2ccccc2c1Cl)Nc1ccc(Cl)cc1	8.9µM*	-8%	4%	-29%	2%	-5%	-5%	-4%
Cc1cccc(NC(=O)c2sc(C)nc2C)c1	-6%	3%	-12%	?	40%[activator]	2%	-6%	-21%
COc1ccc(N=C2SC(CC(=O)Nc3ccc(F)cc3)C(=O)N2Cc2ccco2)cc1 (stereo unspecified)	3.5µM*	2%	?	1%	-2%	-6%	-10%	1%
NC(=O)NOCc1ccccc1	2%	-4%	.	14%	.	6%	-14%	2%
CCC(C)/C(C)=N/Nc1ccc(S(N)(=O)=O)cc1[N+](=O)[O-] (stereo unspecified)	-14%	?	-12%[46 µM]	-11%	-23%	2%	-16%	3%
Oc1ccc(CNc2ccccc2O)cc1	4µM*	14µM*	4%	2%	.	16µM*	-20%	-11%
Oc1c(Cl)cc(Cl)cc1/C=N/NC(=S)NC1CC2C=CC1C2 (stereo unspecified)	?	?	?	.	32µM*	?	-10%	.
C/C(=N/NC(=O)c1ccncc1)c1cc2ccc(O)cc2oc1=O	?	?	-10%	7%	-4%	?	-5%	-4%
CC[C@H](NC(=O)c1c(C)c(-c2ccccc2)nc2ccccc12)c1ccccc1	5µM*	-11%&-12%&-10%	-32%	-36%[inhibitor]	.	-7%&-22%&4%	-18%&-19%&-12%	-3%&1%
CCOC(=O)N1CCC(c2cc(=O)n(-c3ccccc3)[nH]2)CC1	?	?	.	.	.	1%	7%	.
CC(C)C(NC(=O)c1cccnc1)C(=O)O (stereo unspecified)	5%	3%	4%[46 µM]	.	8%	6%	-6%	-3%

Next part
SMILES	ALDH1A1 inh	Tau fibril ThT	LMNA splice mod	SMN2 splice up	L3MBTL1 inh	KDM4E inh	RECQ1 helicase	Luc counter
Cc1nnc2n1N=CC=C(c1ccccc1)S2	10%	-6%	?	?	.	3%	i	0%
O=C(CC1SC(=Nc2ccccc2)N(CCCCO)C1=O)NCc1ccccc1 (stereo unspecified)	-4%	-2%	-3%	29%	.	7%	-1%	-1%
O=C(NC1CCCc2ccccc21)C1CCN(S(=O)(=O)c2cnc[nH]2)CC1 (stereo unspecified)	?	-7%	-11%	20%	13%	-3%	16%	19%
COC(=O)Cn1c(C)c(C#N)c2ccccc21	2%	12%	-7%	2%	-16%	6%	17%	2%
O=C(O)CCSCC(=O)Nc1c(C(=O)C2CC2)oc2ccccc12	10%	-8%	2%	14%	.	-18%	-1%	1%
COc1cc2c(cc1OC)C1(Nc3c-2c(C)nn3-c2ccccc2)C(=O)Nc2ccccc21 (stereo unspecified)	?	?	20%	11%	.	?	?	-5%
CC(=O)O[C@@H]1[C@H](OC(=O)CC(C)C)c2c(ccc3ccc(=O)oc23)OC1(C)C	-8%	-5%	25%	-4%	6%	?	-4%	10%
N/C(=N\c1nc2ccccc2o1)NC(=O)c1cccc(Cl)c1	8%	-7%	?	.	7%	-14%	-7%	.
O=C(CCC(=O)c1cccs1)OCC(=O)c1ccc(Cl)s1	?	?	9%	8%	6%	-4%	1%	-7%
COc1cc(N)c(Cl)cc1C(=O)NC1CCN(Cc2ccccc2)CC1	-4%	-6%	?	-6%	.	-3%	14%	0%
CN(CC(=O)Nc1ccc(F)cc1[N+](=O)[O-])Cc1ccccc1	2%	-9%	.	9%	.	4%	-5%	-2%
O=C1/C(=C/c2cccnc2)SC(=S)N1c1ccc(F)cc1	?	?	12%	-13%	-3%	-11%	4%	-1%
CC(C)c1nnc(NC(=O)Cc2ccc(Br)cc2)s1	?	5%	3%	-45%[inhibitor]	-2%	10%	3%	1%
COc1ccc(OCCCC(=O)Nc2cc([N+](=O)[O-])ccc2C)cc1	-8%	-12%	23%	-7%	2%	3%	-16%	0%
COc1ccc(OC)c(/C=N\NC(=O)CSc2nnc(CCCc3ccc(OC)c(C)c3)o2)c1	?	?	?	4%	.	?	-13%	11%
CC1(C)CC(CCC(=O)NC(=S)Nc2ccccc2Cl)C(=O)O1 (stereo unspecified)	13µM*	1%	.	4%	3%	0%	3%	1%
CCc1ccccc1NC(=O)CN(C)C(=O)CSc1nn(-c2ccccc2)c(=S)s1	?	-6%	3%	-12%	-2%	4%	-1%	3%
Cc1cc(C)n2nc(C(=O)OCC(=O)Nc3ccc4c(c3)OCO4)nc2n1	0%	-17%	16%	1%	10%	-29%	-4%	-6%
CN(N)c1nc(C(F)(F)F)nc2ccccc12	0%	-9%	-14%[46 µM]	9%	-3%	-4%	-1%	-1%
c1ccc2c3nnc4n(c-3nc2c1)CCCS4	?	?	-4%	20%	.	-2%	-17%	1%
O=C(Nc1nccs1)C1CCCN1S(=O)(=O)c1ccc(F)cc1 (stereo unspecified)	-9%	5%	3%	-18%	?	3%	5%	3%
COc1cccc2c(=O)n(CC(=O)Nc3ccccc3F)ccc12	?	-8%	-3%	16%	-5%	?	-7%	1%
COc1ccc(NC(=O)CSc2nnc(-c3ccncc3)n2CC2CCCO2)c(OC)c1 (stereo unspecified)	9%	-1%	-6%	-16%	-9%	2%	-5%	7%
COCCOc1ccc(C(F)(F)F)cc1NC(=O)c1ccccc1	4%	-2%	-4%	-23%	10%	-7%	-17%	0%
COc1ccc(OC)c(NC(=O)c2ccc(CN3CCOCC3)cc2)c1	-47%	-8%	-1%	9%	-3%	6%	-1%	-7%

Following part:
SMILES	ALDH1A1 inh	Tau fibril ThT	LMNA splice mod	SMN2 splice up	L3MBTL1 inh	KDM4E inh	RECQ1 helicase	Luc counter
Cn1ccnc1Sc1nc(Nc2cccc(Cl)c2)nc(N2CCOCC2)n1	?	0%	?	-10%	-22%	-3%	1%	21%
COC(=O)c1n[nH]nc1-c1ccccc1	0%	-1%	6%	2%	1%	2%	-1%	-2%
CC(=O)c1cccc(CN2CCN(CCC(C)C)C(CCO)C2)c1 (stereo unspecified)	.	-3%	.	.	4%	-3%	5%	.
O=C(CCS(=O)(=O)Cc1ccccc1)NCCc1ccccc1	0%	3%	-11%[46 µM]	6%	12%	12%	i	0%
CCOC(=O)CSCC(=O)Nc1nnc(-c2cccc([N+](=O)[O-])c2)s1	?	-21%	-2%	6%	7%	-1%	-6%	2%
COc1cc(OC)c(NC(=S)Nc2cccc(C(C)=O)c2)cc1Cl	-4%	?	4%	16%	-5%	-1%	i	-4%
Cc1cc(C)cc(NC(=S)NN)c1	-16%	?	5%[46 µM]	-5%	-11%	1%	i	2%
O=C(NC1CC2CCCC(C1)N2S(=O)(=O)c1ccccc1)C1CCCCC1 (stereo unspecified)	28µM*	-4%	2%	-9%	-4%	2%	i	-2%
O=C(/C=C/c1ccc2c(c1)OCCO2)c1ccc(O)cc1	5%	?	.	.	-10%	-5%	-13%	.

A second format for 4 compounds above:
Values run as follows: ALDH1A1 inh	Tau fibril ThT	LMNA splice mod	SMN2 splice up	L3MBTL1 inh	KDM4E inh	RECQ1 helicase	Luc counter
> Oc1ccc(N=Nc2nc(-c3ccccc3)c(-c3ccccc3)[nH]2)cc1
    -2%	4.5µM*	-7%	?	?	-7%	-13%	1%
> O=C(CCC(=O)c1cccs1)OCC(=O)c1ccc(Cl)s1
    ?	?	9%	8%	6%	-4%	1%	-7%
> CCOC(=O)CSc1nnc(-c2c[nH]c3ccccc23)n1CC
    27%	-11%	-2%	-10%	.	-1%	-4%	2%
> C/C(=N/NC(=O)c1ccncc1)c1cc2ccc(O)cc2oc1=O
    ?	?	-10%	7%	-4%	?	-5%	-4%

Source: PubChem BioAssay
